# ADAM17 inh: ADAM17 inhibition, QFRET primary screen; P78536; inhibition, % at 6.95 µM; 0.83% of 370,000 active; recombinant ADAM17, EDANS/DABCYL FRET peptide cleavage;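 active = inhibition above the mean of compounds lying between control limits plus 3 SD, set per campaign, cut at about 8.5% in these data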;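 also: 0% = DMSO-only wells as the low control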
# Target sequence (P78536 215-824 limits assumed): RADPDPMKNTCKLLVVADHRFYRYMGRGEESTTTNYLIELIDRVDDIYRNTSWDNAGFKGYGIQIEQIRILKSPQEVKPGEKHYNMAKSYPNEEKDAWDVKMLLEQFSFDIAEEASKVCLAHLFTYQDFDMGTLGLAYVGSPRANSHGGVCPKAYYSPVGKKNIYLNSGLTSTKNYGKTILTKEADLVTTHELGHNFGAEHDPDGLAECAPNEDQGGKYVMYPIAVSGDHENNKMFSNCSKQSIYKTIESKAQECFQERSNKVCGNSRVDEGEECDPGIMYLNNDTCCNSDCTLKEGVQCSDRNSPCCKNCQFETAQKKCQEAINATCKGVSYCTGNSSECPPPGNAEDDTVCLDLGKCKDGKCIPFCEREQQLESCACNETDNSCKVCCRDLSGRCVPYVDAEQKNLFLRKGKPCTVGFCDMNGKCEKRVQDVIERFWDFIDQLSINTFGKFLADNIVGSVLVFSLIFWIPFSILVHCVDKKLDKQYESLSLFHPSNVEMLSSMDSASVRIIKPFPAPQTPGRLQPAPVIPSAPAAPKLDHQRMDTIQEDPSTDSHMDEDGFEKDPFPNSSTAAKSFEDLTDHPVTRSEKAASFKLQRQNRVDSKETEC
# ssDAF12 agonist: S. stercoralis DAF-12 activation, primary screen; HEK293 ssDAF-12/GRIP1 lit1-tk-luc reporter, luminescence; % of 3 µM dafachronic acid response; activation, % at 6.8 µM; 1% of 370,000 active;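 active = activation above the mean over all tested compounds plus 3 SD, cut at about 0.9% in these data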;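 also: 0% = DMSO-only wells and 100% = 3 µM delta7-dafachronic acid wells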
# DAX1 inh-1: blocks DAX1 repression of SF-1 activated StAR promoter. HEK293T StAR-luciferase reporter, SF-1/DAX-1 repression relief. inhibition, % at 6.8 µM. 1.1% of 370,000 active. AID 652010;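 active = inhibition above the mean over all tested compounds plus 3 SD, cut at about 3.6% in these data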;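 also: 0% = DAX-1 cells with DMSO and 100% = cells lacking DAX-1 with DMSO; higher inhibition means more luminescence from relief of DAX-1 repression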
# hgDAF12 agonist: agonists of H. glycines DAF-12 nuclear receptor; HEK293 GAL4-hgDAF12 UAS-luciferase reporter, agonist luminescence; normalized to butyrate control; activation, % at 6.8 µM; 1.8% of 370,000 active; AID 687014;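 active = activation above a cutoff set at the mean of all screened compounds plus 3 SD, cut at about 10% in these data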;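 also: 0% = DMSO wells and 100% = sodium butyrate wells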
# PLC-gamma1 inh: PLC-gamma1 (human) inhibition, primary screen; purified PLC-gamma1, fluorogenic substrate, fluorescence; AID 720700; inhibition, % at 12.2 µM; 0.84% of 370,000 active; P19174; in the data active = inhibition above about 9.5%
# DAX1 inh-2: inhibits human nuclear receptor DAX1; P51843; HEK293 Gal4-DAX1 luciferase reporter, luminescence; inhibition, % at 6.75 µM; 0.99% of 340,000 active; AID 504766;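 active = inhibition above the mean over all tested compounds plus 3 SD, cut at about 4.2% in these data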;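 also: 0% = DAX1-transfected cells with DMSO and 100% = empty-vector control cells with DMSO; inhibition shows as a rise in luminescence from relieved DAX1 repression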
# Target sequence (P51843 207-470 limits assumed): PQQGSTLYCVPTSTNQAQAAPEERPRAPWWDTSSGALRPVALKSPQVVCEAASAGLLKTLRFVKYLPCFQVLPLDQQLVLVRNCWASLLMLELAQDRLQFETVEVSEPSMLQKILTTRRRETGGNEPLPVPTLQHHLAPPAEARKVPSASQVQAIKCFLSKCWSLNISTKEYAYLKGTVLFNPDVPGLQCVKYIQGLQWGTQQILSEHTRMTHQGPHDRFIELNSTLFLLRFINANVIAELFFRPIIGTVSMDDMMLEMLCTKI
# PLC-beta3 inh: inhibitors of human phospholipase C beta3. inhibition, % at 12.2 µM. AID 720704. 0.18% of 370,000 active. Purified PLC-beta3, fluorogenic substrate, fluorescence; in the data active = inhibition above about 11%;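 also: 0% = median of compound wells on plate and 100% = full blocker control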
# hcDAF-12 act: activators of H. contortus DAF-12 nuclear receptor; 1.4% of 370,000 active; AID 652067; HEK293 hcDAF-12 lit1-tk-luc reporter, luminescence; 0% DMSO, 100% Δ7-dafachronic acid; activation, % at 6.8 µM;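 active = activation above the mean of all tested compounds plus 3 SD, cut at about 5.5% in these data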;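 also: 100% = response to 3 µM Δ7-dafachronic acid high control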
# HGIII-sPLA2 inh: Blocks human group III sPLA2 activity | Q9NZ20 | QFRET BODIPY PC-A2 liposome hydrolysis, fluorescence | inhibition, % at 12.2 µM | 0.56% of 370,000 active | AID 743126;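 active = inhibition above mean plus 3 SD of compounds lying within the high and low control bounds, cut at about 19% in these data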;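 also: 0% = median of test compound wells and 100% = no enzyme DMSO wells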
# ADAM10 inh: ADAM10 inhibition, QFRET primary screen. O14672. recombinant ADAM10, EDANS/DABCYL FRET peptide cleavage, 3 h. inhibition, % at 7 µM. 0.62% of 370,000 active. AID 720582;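 active = inhibition above a per-campaign cutoff equal to the mean of compounds falling between control-based bounds plus 3 SD, cut at about 20% in these data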;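 also: 0% = DMSO wells while the 100% control is not disclosed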
# GAA850 FXN act: increases GAA850 frataxin promoter reporter activity | HEK293 lucGAA850 FXN promoter luciferase reporter, 24 h; percent of 10 µM SAHA response | activation, % at 6 µM | 0.56% of 360,000 active | AID 540364;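 active = activation above the average of all compounds screened plus 3 SD, cutoff fixed separately per campaign, cut at about 7.5% in these data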;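 also: 0% = DMSO wells and 100% = 10 µM SAHA wells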
# The depositor's hits bear a star; i = inactive; . = no result given. Compounds as they come (roughly 6.9% active in at least one column).
SMILES,ADAM17 inh,ssDAF12 agonist,DAX1 inh-1,hgDAF12 agonist,PLC-gamma1 inh,DAX1 inh-2,PLC-beta3 inh,hcDAF-12 act,HGIII-sPLA2 inh,ADAM10 inh,GAA850 FXN act
CC(=O)c1ccc(NC(=O)C2CCCNC2=O)cc1 (centres undefined),-3,-0.8,0.1,-1.0,0,0.6,0,-1.4,-6,0,-1.9
Nc1ccc(N=Nc2ccc(N)cc2)cc1,-2,-1.7,1.9,0.8,1,-0.4,-6,-0.2,10,-3,-3.3
CC1CN(CCCCOc2ccc(F)cc2)CC(C)O1 (centres undefined),-1,-1.6,2.2,0.5,3,1.0,-6,-0.7,-3,1,0.3
CCCCn1nnnc1C1(C)CCC(=O)N1CCCN1CCOCC1 (centres undefined),-5,-0.1,-1.5,1.2,1,.,2,-0.2,4,-1,.
Cc1ccc(S(=O)(=O)N(Cc2ccccc2F)C(=O)N2CCN(C)CC2)cc1,6,-1.0,5.0*,0.8,4,1.4,3,-0.4,-4,9,0.9
Cc1ccc(-c2nc3ncccn3c2NC2CCCC2)o1,-25,-1.2,-0.5,1.2,-122,0.1,-154,-1.1,8,-83,0.5
Cc1nn(Cc2ccc(Cl)cc2)c2sc(C(=O)OCC(N)=O)cc12,0,-0.7,-0.3,-1.6,0,-0.7,-2,-1.2,-4,-5,2.8
O=C(Nc1ccc2c(c1)OCO2)NC1(C(F)(F)F)Oc2ccccc2O1,-13,-1.0,-0.2,-0.8,-14,3.8,-21,0.5,3,-24,2.6
C[C@H]1CN([C@@H](C)CO)C(=O)c2cc(NC(=O)C3CCCCC3)ccc2O[C@H]1CN(C)S(=O)(=O)c1ccccc1,-1,-1.3,0.3,-1.9,0,-1.1,2,0.2,-17,5,-6.6
COc1cc(C2SCC(=O)N2Cc2ccccc2)cc(OC)c1OC (centres undefined),1,-0.5,0.1,-0.2,5,0.8,2,1.0,0,12,-1.8
Fc1ccc(-c2cnc3n2CCCCC3)cc1,-3,-1.1,-0.6,-0.8,2,-0.3,0,3.6,1,1,-0.2
C[C@@H]1CN([C@@H](C)CO)C(=O)c2cccc(NC(=O)c3ccncc3)c2O[C@@H]1CN(C)Cc1ccc(-c2ccccc2)cc1,0,-1.3,-0.7,-3.0,3,-0.2,-1,-1.5,-12,-1,-2.6
CCOC(=O)c1c(/N=C/C2C(=O)CCCC2=O)sc(C)c1C,2,-0.2,-0.2,0.5,-6,1.1,-4,-1.3,15,-2,-3.1
COc1ccc(NC(=O)/C(=C/c2ccc3c(c2)OCO3)NC(C)=O)cc1,-5,0.0,0.3,1.7,-2,-0.4,-5,4.8,13,-9,2.0
Cc1cccc(C)c1NC(=O)CSc1nc2ccccc2c(=O)[nH]1,-1,-1.6,-0.1,1.1,3,0.3,2,0.2,-1,2,-1.8
COc1cccc(C2C(C#N)=C(N)Oc3cc(N)ccc32)c1OC (centres undefined),-34,-0.9,-0.3,2.0,-118,-0.3,-145,0.8,-19,-95,1.6
CCCCn1c(N)c(N(CCC(C)C)C(=O)Cc2ccc(S(=O)(=O)N3CCOCC3)s2)c(=O)[nH]c1=O,-12,-1.0,1.1,-1.2,-8,0.9,-14,-0.6,4,-29,-1.3
Cc1cccc(C(=O)N2CCc3c([nH]c4ccccc34)C2CC(C)C)n1 (centres undefined),-5,1.5*,0.5,7.7,-17,0.9,-20,6.8*,-24,-15,3.7
O=C(NCCCN1CCCC1)c1cc(Sc2ccc(F)cc2)nc2ccccc12,1,-1.6,-0.6,-3.0,-4,-0.6,-7,-1.0,-4,-1,1.7
CCCCn1c(-c2ccsc2)nc2c1c(=O)[nH]c(=O)n2CCC,-10,-1.1,0.2,1.8,-1,2.2,1,-2.0,3,-32,1.5
CCCCN1C(=N)N([C@@H](CCC)CN2CCC[C@H]2CN2C(N)=NC[C@H]2CC(C)C)C[C@H]1Cc1ccccc1,0,-0.9,-0.7,-1.0,0,-0.9,3,-0.4,-4,2,1.6
CCCOC(=O)C1=C(C)NC2=C(C(=O)C(C(=O)OC)C(C)C2)C1c1ccc(N(C)C)cc1 (centres undefined),-18,-1.1,0.2,-2.0,-80,-0.5,-124,-0.3,-1,-84,0.4
Cc1c(C(=O)N(C)Cc2ccccc2)oc2c(Cl)cccc12,1,-1.7,-0.4,-1.3,-1,-0.9,-8,-2.7,-2,0,0.9
CCN(CC(=O)Nc1c(F)cccc1F)C(=O)CCCc1nc2ccccc2c(=O)[nH]1,-5,-1.0,-0.1,1.1,-1,-0.5,-7,0.7,3,-13,0.2
CCCC(NC(=O)COc1cc2c(c3oc(=O)c(C)c(C)c13)CCC(C)(C)O2)C(=O)O (centres undefined),-282,-1.1,-0.2,0.4,-236,-0.9,-335,-1.6,-2,i,-0.2
CCc1ccc2[nH]c(=O)c(CN(Cc3ccc(OC)cc3)Cc3nnnn3CCOC)cc2c1,-27,-0.3,-0.1,-0.7,-92,-1.1,-122,0.4,-3,-95,0.9
CC(C)Oc1ccc(NC(=O)C2CCCNC2=O)cc1 (centres undefined),-5,-1.2,-0.1,1.1,1,0.9,-3,1.7,12,-2,2.3
CCN(CC)CCNC(=O)CNC(=S)N(CCCN1CCOCC1)Cc1cccs1,-5,-1.0,-0.4,-1.9,-1,0.5,-6,0.8,5,-2,0.8
O=C(Nc1nnc([C@H]2C[C@H](O)[C@@H](CO)O2)s1)c1cccc(OC(F)(F)F)c1,0,-0.9,0.5,2.0,-1,.,-5,-0.1,-4,2,-0.6
COCCNC(=O)[C@@H]1CSC2c3ccc(OC)c(OC)c3C(=O)N21 (some centres undefined),-20,-0.8,0.2,-1.7,-113,0.3,-164,0.6,-6,-53,0.9
O=C(N/C(=C/c1ccc(Br)cc1)C(=O)N1CCCC1)c1cccs1,-1,-1.3,-0.2,-0.3,-4,1.0,-2,-1.4,-2,-3,2.7
CC1Cc2ccccc2N1C(=O)CSC1=NCCS1 (centres undefined),-7,-1.1,-0.8,-0.5,-5,0.9,-3,-0.9,4,1,-0.1
CC(C)C[C@H]1CN(CCCC[C@H]2CNC(=O)C(=O)N2CC2CCCCC2)C(=O)C(=O)N1CC1CCCCC1,0,-0.8,0.3,5.1,1,.,2,-1.6,1,8,.
COc1cc(C)ccc1OCCOc1c(C)cc(Cl)cc1Cl,-1,-0.8,-0.6,-2.9,5,-0.5,0,-2.4,2,9,3.4
O=c1c2ccccc2ncn1-c1cccc(Br)c1,3,-1.6,-0.5,-0.8,3,-0.3,-3,-0.1,3,12,5.2
CCc1nn(CC(=O)NCCCN2CCN(C)CC2)c(=O)c2cc3occc3n12,0,-0.9,-1.6,0.1,-2,0.2,-7,-0.4,2,6,0.9
COc1cccc(-c2nc3n(n2)C(c2ccccc2Cl)C(C(N)=O)=C(C)N3)c1 (centres undefined),-7,-0.8,-0.9,-1.3,-9,2.5,-7,-1.8,-1,-29,-0.1
Fc1ccccc1CSc1nnc2ccc(-c3ccncc3)nn12,1,-1.5,-0.2,-1.6,-34,0.5,-57,-1.9,1,-2,6.8
Cc1ccc(NC(=O)CN(C)CC(=O)Nc2ccccc2C#N)cc1,-2,-1.6,-1.1,-2.1,-2,-0.3,-2,-1.2,-6,2,0.4
COc1nnc(-c2ccc(N3CCCCC3)c(N)c2)c2ccccc12,3,-0.7,0.5,0.2,-12,-0.4,-17,-0.5,5,0,3.5
O=S1(=O)[C@H]2C[C@@H]3C=C[C@]2(CN1Cc1ccc(C(F)(F)F)cc1)O3,-2,-1.1,-0.5,-1.6,2,-0.6,5,0.0,4,-1,-1.8
CC(C)(C)n1nnnc1C(c1cccs1)N1CCCC2(CCCCC2)C1 (centres undefined),1,-1.3,-0.7,3.8,6,1.6,5,-0.9,-5,6,0.4
CCc1nnc(-n2nc(C)cc2-c2ccccc2)n1N,-1,-0.6,-0.8,-1.2,9,-1.4,2,-1.4,5,4,-1.2
CS(=O)(=O)N(CC(=O)Nc1ccc(Br)cc1F)C1CCCCC1,-5,-1.1,-0.5,-1.2,-4,1.4,-1,1.4,14,1,1.1
COc1ccc(Nc2ncnc3sccc23)cc1,0,-0.4,0.8,9.0,-2,0.1,-12,2.4,2,5,6.4

# Limited to hcDAF-12 act and PLC-gamma1 inh, for 2 of the compounds above:
compound	hcDAF-12 act	PLC-gamma1 inh
CCc1nnc(-n2nc(C)cc2-c2ccccc2)n1N	-1.4	9
CS(=O)(=O)N(CC(=O)Nc1ccc(Br)cc1F)C1CCCCC1	1.4	-4

# (cont.)
SMILES,ADAM17 inh,ssDAF12 agonist,DAX1 inh-1,hgDAF12 agonist,PLC-gamma1 inh,DAX1 inh-2,PLC-beta3 inh,hcDAF-12 act,HGIII-sPLA2 inh,ADAM10 inh,GAA850 FXN act
CCN(CC(=O)Nc1ccc(OC)cc1)C(=O)CSCC(=O)Nc1ccc(C)cc1,-1,-1.2,-0.4,0.4,2,0.7,-5,0.2,-1,6,0.8
Cc1c(NC(=O)c2cc(-c3ccccc3O)on2)c(=O)n(-c2ccccc2)n1C,-5,-1.6,-0.6,-1.1,0,0.3,-6,-0.2,-2,0,2.2
CCOC(=O)Cn1c2c(c(=N)c3c1CCC3)CCC2,2,-1.1,-0.6,-2.9,-1,0.1,2,-1.3,2,8,0.1
OCCCN1CNC(=S)NC1,1,-1.3,-0.4,-2.8,2,2.1,4,-0.1,0,7,-0.6
COc1ccccc1Nc1nc(N)nc(CSCCO)n1,-1,-0.9,-0.8,0.9,0,3.1,3,-1.5,10,-3,-2.3
COc1ccc(NC(=O)N2CCC(n3cnc4ccccc43)CC2)cc1,-1,-1.7,0.1,3.9,1,1.6,-4,-2.0,0,6,1.3
CC(=O)c1ccc(OCCCC(=O)Nc2cccc(S(=O)(=O)N3CCOCC3)c2)cc1,0,-1.4,-2.8,5.9,2,-1.8,-2,-0.1,2,-11,1.1
COc1ccc(CCNc2cn[nH]c(=O)c2Cl)cc1OC,-2,-1.0,0.1,-3.0,-1,-0.5,5,-1.1,1,1,4.9
COc1cc(C(=O)OCC(=O)N(CC(C)C)C2CCS(=O)(=O)C2)ccc1OCC(C)C (centres undefined),-6,-1.1,-1.2,-1.1,0,-0.1,-1,-0.9,-4,-7,2.0
O=C(CSCc1ccc(F)cc1)NC1CCCC1,2,-0.9,1.3,1.8,3,0.5,5,-2.2,-5,3,2.8
COc1cccc(C2=NOC(C(=O)Nc3cccc(C(C)=O)c3)C2)c1 (centres undefined),3,-1.8,-0.3,-0.6,1,-0.9,2,-0.6,-7,4,-1.9
COc1cccc(N(C(=O)c2snc(C(N)=O)c2N)C(C(=O)NCC2CCCO2)c2ccc(F)cc2)c1 (centres undefined),-18,-0.9,-0.1,-1.1,-21,-1.0,-37,-2.3,1,-39,-3.5
O=C(CSc1nnc(CN2CCOCC2)n1-c1ccc(Cl)cc1)Nc1ccc2c(c1)OCO2,-2,-1.5,-0.4,0.6,2,-0.3,4,-0.2,-9,1,-0.8
N=C1S/C(=C\c2ccccc2)C(=O)N1c1ccc(F)cc1,0,-0.5,0.0,1.8,2,-0.8,0,-0.3,0,3,-0.6
